From PubChem BioAssay
Growth percent in the NCI-60 one-dose screen (48 h, 10 µM unless noted): 100 = growth as untreated, 0 = no growth, -100 = all killed.
SK-MEL-5: SK-MEL-5 melanoma; AID 1794755; 6.4% of 80,000 active
UACC-257: UACC-257 melanoma; 4.4% of 78,000 active; AID 1794764
UACC-62: UACC-62 melanoma. 5.4% of 81,000 active. AID 1794756
M14: M14 melanoma; 6.2% of 80,000 active
SK-MEL-28: SK-MEL-28 melanoma; 4.1% of 81,000 active; AID 1794761
MDA-MB-435: MDA-MB-435 melanoma; AID 1794794; 7.8% of 82,000 active
SK-MEL-2: SK-MEL-2 melanoma. 4.7% of 77,000 active
MALME-3M: MALME-3M melanoma; 5.8% of 78,000 active; AID 1794766
Active calls of the source: *; x = no result given; & = joins results of further samples. The calls were made as follows: active = growth percent below 10; inactive = the rest.

SMILES	SK-MEL-5	UACC-257	UACC-62	M14	SK-MEL-28	MDA-MB-435	SK-MEL-2	MALME-3M
CCN(CC)c1ccc2nc3ccc(=[N+](CC)CC)cc-3oc2c1	-53.4*	-55.8*	-39.1*	-34.1*	2.5*	-14.7*	x	-48.6*
CCCCCOc1ccc2ccccc2c1	103.3	90.7	102.1	102.6	107.3	99.9	131.6	89.6
CCN1C/C(=C\c2ccc(Cl)cc2)C(=O)/C(=C/c2ccc(Cl)cc2)C1	104.3	55.7	90.4	106.4	107.7	103.3	104.8	110.4
CC(=O)N1N/C(=C2/C(C)=NC(=S)NC2c2ccccc2)CC1c1ccccc1O (centres undefined)	102.0	103.5	96.0	95.3	108.3	104.3	114.4	98.7
O=C(N/N=C/c1ccc(O)cc1O)c1cccc(Nc2ccnc(C(F)(F)F)c2)c1	33.7	36.3	-8.6*	-1.8*	31.1	41.0	60.7	2.8*
O=C(Nc1ccc2c(ccn2C(=O)c2cccc(F)c2)c1)NC1CCCCC1	81.1	91.5	83.2	x	94.5	87.8	101.4	65.0
O=C1CCN(Cc2ccccc2)C(=S)N1	108.2&104.6	107.4&114.0	98.9&102.4	111.5&102.5	107.5&126.1	104.8&108.3	103.4&106.6	101.0&92.6
CC1(C)CC(=O)C2=C(C1)OC1=C(C(=O)CC(C)(C)C1)C2c1ccccc1Cl	x	98.0	84.5	113.0	102.7	101.8	97.8	103.4
CCCCn1c(=O)c(/C=C/C(=O)/C=C(O)/C=C/c2cc3ccccc3n(CCCC)c2=O)cc2ccccc21	104.3	98.4	78.2	84.2	97.5	93.3	95.8	109.9
Cc1ccc(O)c(C2=NN(c3ccc(S(C)(=O)=O)cc3)C(=O)CC2)c1	92.3	109.2	97.9	97.1	104.4	78.2	102.9	86.6
Nc1nc2ccccc2o1	105.6	x	96.8	106.7	98.2	97.2	111.4	92.7
O=C(O)c1cc(-c2ccc(Cl)cc2)c2sc(=O)[nH]c2n1	100.4	104.7	86.5	96.8	107.9	102.9	99.4	99.5
CC(C)=CCC/C(C)=C/CC/C(C)=C/CC[C@]1(C)CCc2cc(OC(=O)NS(=O)(=O)c3ccc(C)cc3)c(C)c(C)c2O1	97.2	106.6	119.3	82.8	94.9	108.3	124.6	100.8
CCCn1c(=O)c2c(nc(-c3cccc(OCCCCl)c3)n2C)n(CCC)c1=O	64.9	82.1	78.9	68.6	81.7	82.5	75.6	62.2
O=C1CCNC(=O)N1OS(=O)(=O)c1ccccc1	104.6	112.8	91.3	99.6	107.7	105.6	x	97.6
Nc1nc(CO)c(CCCCc2ccccc2)c(=O)[nH]1	98.4	94.6	98.8	101.7	98.4	99.4	98.6	122.0
Cc1cccc2c(C(=O)O)cc(-c3ccc(Cl)cc3)nc12	97.5	93.2	81.5	x	96.5	107.8	103.2	93.7
CCOC(=O)CCCCCCCCCCCCC1C=CCC1 (centres undefined)	106.1	103.9	100.8	109.4	118.9	102.0	133.5	122.2
CCCCOC(c1ccccc1)N1CCCCC1 (centres undefined)	103.4	102.2	x	99.5	108.9	102.4	101.5	x
CCc1ccc(C2=NN(c3ccc(S(N)(=O)=O)cc3)C(c3cccc(Cl)c3)C2)cc1 (centres undefined)	99.9	106.8	97.9	123.8	106.5	92.3	99.5	107.2
CC(Sc1nc2sc3c(c2c(=O)n1-c1ccc(Cl)cc1)CCCC3)C(=O)Nc1nc(-c2ccc(Cl)cc2)cs1 (centres undefined)	98.2	99.5	86.3	93.2	99.1	101.4	98.0	105.3
C=C1CC[C@H]2[C@@](C)(CCC3OC(c4ccc(OCc5cn(CC6OC(OC(=O)c7ccccc7)C(OC(=O)c7ccccc7)C(OC(=O)c7ccccc7)C6OC(=O)c6ccccc6)nn5)cc4)OC[C@]32C)[C@@H]1/C=C/C1=CCOC1=O (some centres undefined)	101.8	102.0	94.4	103.1	105.3	108.6	122.4	100.1
COC(=O)c1nc(-c2ccccc2)oc1S(=O)(=O)N1CCC(C(N)=O)CC1	81.6	69.2	79.6	48.1	63.4	59.5	91.2	46.1
Cc1ccc2nc3nc4no[nH]c4nc3c2c1Br	79.8	125.3	87.2	114.6	107.6	99.2	116.0	86.1
O=C(C(=O)N1CCCCC1)c1ccc(OC2OC(CO)C(O)C(O)C2O)cc1 (centres undefined)	105.1	106.4	97.9	99.1	104.4	106.9	99.4	101.1
O=C(O)c1cc2oc3ccccc3c2cc1O	96.6	99.5	93.1	89.7	108.1	103.7	103.0	79.0
Cc1cc(C(C)(C)C)c(O)c(C(C)(C)C)c1	100.2&105.7	103.7&103.4	96.0&113.5	111.0&98.7	105.7&111.2	100.7&102.5	x	107.8&108.6
COc1cccc(COc2ccc(/C=C3\N=C4SCCCN4C3=O)cc2)c1	100.4	100.7	90.7	100.7	112.2	103.4	95.2	105.3
CN(C(=O)c1ccc(C(F)(F)F)cc1C(F)(F)F)c1sc2c(c1C#N)CCC(=O)C2	25.9	99.0	55.7	73.9	105.6	101.0	96.8	99.0
COc1ccc(/C=C(\c2cc(OC)c(OC)c(OC)c2)c2nnc(-c3cccs3)o2)cc1	64.6	76.5	78.1	93.2	69.7	65.9	81.9	x
CCOP(=O)(OCC)OC[C@]12CCC(C)(C)C[C@H]1C1=CC[C@@H]3[C@@]4(C)CC[C@H](OP(=O)(OCC)OCC)C(C)(C)[C@@H]4CC[C@@]3(C)[C@]1(C)CC2	31.3	55.0	53.9	51.9	78.9	62.1	88.2	62.6
CC(C)(C)c1ccc(C(=O)C[n+]2cccc(Br)c2)cc1	24.2	108.1	97.1	96.5	90.1	93.3	95.4	91.9
COc1cccc(NC(=O)Cn2cc(CN3CCN(c4ccnc5cc(Cl)ccc45)CC3)nn2)c1	59.3	101.8	75.8	104.0	101.9	96.7	105.9	95.6
CSc1nc(-c2ccco2)c2c(N)nn(S(=O)(=O)c3ccccc3)c2n1	96.7	85.1	69.0	104.0	113.6	105.6	106.9	98.1
N=C(N)c1ccc(-c2cc(Cl)cc(Cl)c2)cn1	89.3	102.4	97.2	96.4	97.3	56.7	101.0	95.8
CSc1cnnc2ccccc12	104.1	107.3	98.8	105.4	122.8	116.3	103.9	112.5

Looked up by structure from the entries so far (five):
SMILES	SK-MEL-5	UACC-257	UACC-62	M14	SK-MEL-28	MDA-MB-435	SK-MEL-2	MALME-3M
CCOP(=O)(OCC)OC[C@]12CCC(C)(C)C[C@H]1C1=CC[C@@H]3[C@@]4(C)CC[C@H](OP(=O)(OCC)OCC)C(C)(C)[C@@H]4CC[C@@]3(C)[C@]1(C)CC2	31.3	55.0	53.9	51.9	78.9	62.1	88.2	62.6
CSc1nc(-c2ccco2)c2c(N)nn(S(=O)(=O)c3ccccc3)c2n1	96.7	85.1	69.0	104.0	113.6	105.6	106.9	98.1
O=C(C(=O)N1CCCCC1)c1ccc(OC2OC(CO)C(O)C(O)C2O)cc1 (centres undefined)	105.1	106.4	97.9	99.1	104.4	106.9	99.4	101.1
COc1cccc(NC(=O)Cn2cc(CN3CCN(c4ccnc5cc(Cl)ccc45)CC3)nn2)c1	59.3	101.8	75.8	104.0	101.9	96.7	105.9	95.6
N=C(N)c1ccc(-c2cc(Cl)cc(Cl)c2)cn1	89.3	102.4	97.2	96.4	97.3	56.7	101.0	95.8

Next part.
SMILES	SK-MEL-5	UACC-257	UACC-62	M14	SK-MEL-28	MDA-MB-435	SK-MEL-2	MALME-3M
O=c1cc[nH]c(=S)[nH]1	x	114.2	99.4	104.5	128.2	96.5	104.5	95.4
CCN(CC)Cc1c(C)ccc(C)c1O	98.0	102.1	99.5	99.3	114.9	101.5	104.1	92.3
Cc1ccc2ccccc2c1CSC#N	93.9	x	93.1	90.4	101.4	95.6	101.6	96.5
CC(C)C1CCC(C)C(SCCO)C1 (centres undefined)	99.9	89.2	92.6	93.1	113.8	99.5	96.2	97.1
CC(=O)[C@H]1CC[C@H]2[C@@H]3CCC4=CC(=O)CC[C@]4(C)[C@H]3CC[C@]12C	83.3	103.4	98.6	100.8	106.8	x	122.7	71.3
COc1ccc(Br)cc1C1Nc2ccc3ccccc3c2C2=C1C(=O)CC(c1ccccc1)C2 (centres undefined)	86.6	100.4	73.2	85.7	107.2	87.5	88.6	98.8
O=S(c1ccccc1O)S(=O)c1ccccc1O (centres undefined)	101.5	99.3&91.3	103.4&108.2	113.8&101.1	118.0&109.9	111.7&108.4	112.2	116.8&94.4
O=S(OCC1COS(=O)O1)OCC1COS(=O)O1 (centres undefined)	100.5	106.0	108.8	100.5	109.4	105.6	x	x
O=C(/C(Cl)=N/O)c1ccc(-c2ccccc2)cc1	98.7	99.7	97.9	96.7	109.7	114.0	109.7	24.8
COC(=O)c1nn(-c2ccccc2)c2occc2c1=O	112.1	98.8	98.3	93.5	115.4	99.9	99.0	100.2
O=C(O)c1ccc2c(c1)C(=O)N(CCc1ccccc1)C2=O	96.6	91.7	92.1	96.5	105.0	101.7	98.3	93.8
CCC(=O)OCc1ccc(OC)cc1	107.7	96.6	104.6	100.2	111.1	112.1	111.9	124.4

Reprinted from the part before: 6 compounds, then new ones.
SMILES	SK-MEL-5	UACC-257	UACC-62	M14	SK-MEL-28	MDA-MB-435	SK-MEL-2	MALME-3M
O=S(c1ccccc1O)S(=O)c1ccccc1O (centres undefined)	101.5	99.3&91.3	103.4&108.2	113.8&101.1	118.0&109.9	111.7&108.4	112.2	116.8&94.4
O=S(OCC1COS(=O)O1)OCC1COS(=O)O1 (centres undefined)	100.5	106.0	108.8	100.5	109.4	105.6	x	x
O=C(/C(Cl)=N/O)c1ccc(-c2ccccc2)cc1	98.7	99.7	97.9	96.7	109.7	114.0	109.7	24.8
COC(=O)c1nn(-c2ccccc2)c2occc2c1=O	112.1	98.8	98.3	93.5	115.4	99.9	99.0	100.2
O=C(O)c1ccc2c(c1)C(=O)N(CCc1ccccc1)C2=O	96.6	91.7	92.1	96.5	105.0	101.7	98.3	93.8
CCC(=O)OCc1ccc(OC)cc1	107.7	96.6	104.6	100.2	111.1	112.1	111.9	124.4
CCOC(=O)C1C(=O)C=C(c2ccccc2)CC1c1ccccc1 (centres undefined)	95.7	99.4	89.5	107.8	122.1	119.1	95.8	x
NC(=O)c1c(O)cccc1O	105.5	106.3	95.5	104.6	110.1	110.6	115.1	125.7
COc1cc(C(=O)Nc2cccc(-c3cc(=O)c4ccccc4o3)c2)cc(OC)c1OC	x	86.6	59.1	x	90.9	81.5	90.2	75.4
Cc1c(C(=O)NCCCCNC(=O)c2c(C)n(C)c3scc[n+]23)[n+]2ccsc2n1C	88.5	107.3	93.2	102.8	111.0	108.6	103.8	86.3
CCOC(=O)C(=CNc1ccccc1-n1cccc1)C(=O)OCC	82.7	107.5	71.1	112.9	89.4	84.9	x	142.0
CC(O)CCC(C)O (centres undefined)	99.7	92.4	100.6	103.7	103.3	105.3	139.1	x
N#CCCN=Nc1c(O)[nH]c2ccc([N+](=O)[O-])cc12	99.2	118.7	93.2	101.4	111.7	111.0	95.6	110.1
O=c1c2c3c(sc2nc(N/N=C/c2cn(-c4ccccc4)nc2-c2ccc(Cl)cc2)n1Cc1ccccc1)CCCC3	104.1	92.0	94.7	98.1	112.4	93.4	102.5	114.7
O=C(Cn1cc(COc2ncnc3c2cnn3-c2ccccc2)nn1)Nc1ccccc1F	94.1	100.1	86.7	94.4	103.9	98.0	98.2	95.9
C#CCOc1ccc2nc(CCl)c(Cl)c(Nc3cccc(C(F)(F)F)c3)c2c1	58.2	93.7	71.2	81.4	108.1	84.1	84.4	59.5
N#CC(CC(=O)c1ccccc1)c1ccccc1 (centres undefined)	100.6&104.2	88.9&95.8	91.2&98.3	99.6&101.2	106.1&98.5	99.2&109.0	99.0&112.0	96.5&78.1
Cc1[nH]c(C2CC(c3cccs3)=NN2C(=O)C2CCC2)c(C)c1C(=O)NCC(F)(F)F (centres undefined)	96.7	102.3	95.7	100.5	105.8	103.2	99.9	104.6
Cc1nc2cncc(C#Cc3cncc(C(=O)Nc4ccc(CN5CCN(C)CC5)c(C(F)(F)F)c4)c3)c2nc1C	-18.1*	14.0	-32.0*	-24.8*	-8.8*	-2.0*	-47.7*	-38.8*
Cc1ccc(NC(=O)c2sc3nc(C)c(Br)c(C)c3c2N)cc1	73.1	90.3	67.2	79.0	75.4	81.8	82.6	53.8
NCCCNc1nc2sc3c(c2c(=O)[nH]1)CCCC3	85.8	x	90.5	96.4	108.5	91.4	93.8	102.3
Cc1ccc2c(OCC(=O)N/N=C/c3ccc(N(C)C)cc3)cc(=O)[nH]c2c1	102.2	100.8	96.4	104.4	108.1	99.1	107.5	108.2
COc1ccc2[nH]c(O)c(N=NC(=O)c3ccc(S(N)(=O)=O)cc3)c2c1	101.3	99.0	104.6	105.1	105.1	101.8	104.9	111.4
CC1=NN(c2ccccc2)C(=O)C1N=Nc1c(O)cc(S(=O)(=O)O)c2ccccc12 (centres undefined)	103.3	x	84.1	92.6	110.8	104.5	106.9	490.3
O=C1C(Cl)=C(NCc2ccco2)C(=O)c2ccccc21	-75.6*	58.7	76.0	77.4	105.7	-38.4*	93.4	54.6
O=C(COc1ccc(-c2nc3ccccc3[nH]2)cc1)N=Nc1c(O)[nH]c2ccc(Cl)cc12	94.9	104.4	100.3	87.0	107.6	93.9	107.1	93.3
Cc1[nH]nc2c1C(c1cc3c(cc1[N+](=O)[O-])OCO3)C(C#N)=C(N)O2 (centres undefined)	100.8	100.8	89.0	97.4	108.9	105.3	115.3	109.5
COc1ccc(Nc2nn3c(SCC(=O)c4ccc(C)cc4)nnc3s2)cc1	95.4	107.6	83.7	99.2	108.8	104.6	98.2	98.7
COc1ccc2c(c1)C(N1CCCC1=O)CCN2Cc1ccc2c(c1)OCO2 (centres undefined)	98.8	104.7	78.8	88.0	109.9	110.6	83.6	92.1
NS(=O)(=O)c1ccc(CN2C(=O)c3ccc(C(=O)O)cc3C2=O)cc1	101.0	98.3	97.6	98.7	108.8	107.0	100.2	106.9
CC1CCC(C(C)(C)C)C(O)C1 (centres undefined)	104.6	107.7	95.2	100.7	104.8	109.9	106.6	116.7
Cn1c(/C=C(\C#N)c2ccc([N+](=O)[O-])cc2)nc2c(N3CCOCC3)nc(Cl)nc21	96.1	103.4	93.5	104.4	96.2	99.3	105.3	86.0
